# Source: PubChem
# Apoferritin bind = candidate novel general anesthetic via apoferritin binding; 350,000 compounds, 0.074% hits; apoferritin/1-aminoanthracene competitive binding, fluorescence; AID 485281; Potency, µM (titrated, usually from 77.5 µM), for the others: at the top dose activity change, negative = displacement, most hits filed as inhibitors; further: potency means the concentration at half of the fitted maximal effect; on the % scale 0 is the no-effect control and ±100 the full control effect; nearly all actives have a fitted effect of over 20% in size
# Target sequence (P02791 2-175 limits assumed): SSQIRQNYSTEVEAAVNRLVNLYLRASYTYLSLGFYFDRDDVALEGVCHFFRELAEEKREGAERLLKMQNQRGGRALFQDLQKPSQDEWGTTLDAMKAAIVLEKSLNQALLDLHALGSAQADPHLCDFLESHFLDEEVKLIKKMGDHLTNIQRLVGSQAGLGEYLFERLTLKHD
#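 Horse-spleen apoferritin (10 uM) in 50% saturated 1-aminoanthracene in PBS was incubated 10 min at room temperature with compound. Fluorescence (ex 380, em 535 nm) was normalized to free and bound 1-AMA, with concentration-response fitted by a four-parameter Hill equation.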
# ERG-DNA inh = inhibitors of human ERG Ets domain-DNA interaction. P11308. fluorescence polarization, His-ERG Ets domain / labelled DNA. Potency, µM (top dose mostly 76.9 µM), inactives show at the top dose FP activity, negative = inhibition, hits mostly inhibitors. 370,000 compounds, 0.028% hits. AID 624246; active means well fitted inhibition curve with a large enough effect in the polarisation, with a control signal flat; inconclusive means small, poorly fitted or top-dose-only effect, or effect the other way, or a change in a side signal; inactive means no such curve, though single readings can be large or run the other way; the % refers to the polarisation;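 further: polarization taken with two DNA probes labelled with fluorescein and Texas red; potency means the concentration at half of the fitted maximal effect; % of control where 0% means no effect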
# Target sequence (P11308 whole entry, looked up, the tested form may be a part): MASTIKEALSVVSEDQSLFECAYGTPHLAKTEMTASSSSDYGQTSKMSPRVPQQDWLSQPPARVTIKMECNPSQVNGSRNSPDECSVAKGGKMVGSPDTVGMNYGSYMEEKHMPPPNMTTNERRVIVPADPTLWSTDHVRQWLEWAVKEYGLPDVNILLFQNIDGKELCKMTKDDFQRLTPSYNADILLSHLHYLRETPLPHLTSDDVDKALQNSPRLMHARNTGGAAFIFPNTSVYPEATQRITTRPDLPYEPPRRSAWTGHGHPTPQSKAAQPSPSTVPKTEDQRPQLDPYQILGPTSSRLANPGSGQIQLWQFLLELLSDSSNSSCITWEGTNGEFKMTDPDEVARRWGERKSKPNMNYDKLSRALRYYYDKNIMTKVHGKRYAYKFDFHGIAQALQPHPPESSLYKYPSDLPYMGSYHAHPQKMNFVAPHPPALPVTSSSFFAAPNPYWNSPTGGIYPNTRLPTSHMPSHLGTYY
#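 His-tagged ERG Ets domain (1 uM in the protein solution; 300mM KCl, 50mM Tris-HCl, 1mM EDTA, 1mM DTT, pH 7.5) received compound, then a probe mix of 5 nM fluorescein-DNA and 100nM Texas-615-DNA. Fluorescence polarization was read for both dyes.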
# Pol kappa inh = DNA polymerase kappa (human) inhibition | Q9UBT6 | purified Pol kappa, fluorescent DNA synthesis assay, 10 min | Potency, µM (highest dose often 107 µM), for inactives: top-dose activity, negative = inhibition, most hits filed as inhibitors | 400,000 compounds, 0.53% hits; further: potency means the concentration at half of the fitted maximal effect; on the % scale 0 is the no-effect control and ±100 the full control effect
#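 10 nM Pol kappa preincubated 15 min at room temperature with compounds, then reaction started with substrate at 50 nM final. Fluorescence read kinetically at 0 and 10 min; buffer-only wells served as negative control.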
# 12-LOX inh = blocks human arachidonate 12S-lipoxygenase; P18054; purified 12hLO, xylenol orange hydroperoxide absorbance; Potency, µM (series often up to 108 µM), for the others: at the highest dose activity change, negative = inhibition, actives largely listed as inhibitors; 580,000 compounds, 1.1% hits; further: potency means the concentration at half of the fitted maximal effect; on the % scale 0 is the no-effect control and ±100 the full control effect
#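 Hydroperoxide product was detected by ferrous iron/xylenol orange as the 573 to 405 nm absorbance ratio. Arachidonic acid at 40 uM (final) was turned over for 30 min at room temperature by 150 nM human 12hLO, pH 7.0 Hepes buffer, after 15 min compound preincubation.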
# RGS4 inh = inhibitors of human regulator of G protein signaling 4; P49798; Transcreener GDP fluorescence polarization, RGS4-accelerated GTP hydrolysis; Potency, µM (highest dose often 114 µM), for inactives: top-dose activity change, negative = inhibition, most hits filed as inhibitors; 390,000 compounds, 0.039% hits; AID 504845; further: potency means the concentration at half of the fitted maximal effect; on the % scale 0 is the no-effect control and ±100 the full control effect; nearly all actives have a fitted effect of over 75% in size; some results filed as inactive show a strong effect at the top dose
#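 MLSMR compounds (23 nl, pin-transferred) preincubated 10 min at room temperature with a 500nM (2x) first reagent, then RGS4 at 900nM (2x) plus Transcreener GDP mix added; fluorescence polarization (620/688 nm) read before and after 90 min at 30 °C.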
# LDHA block = LDHA (human) enzyme inhibition; activity change, % (values are at about 110 or 230 µM); 480,000 compounds, 0.15% hits; purified LDHA, NADH/diaphorase-resazurin fluorescence; active compounds read low; in the data active means activity change below about -30%; inconclusive means mostly about -25% to -30%;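 further: plate controls were DMSO wells for no effect and wells without enzyme for full effect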
#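 Remaining NADH was detected by diaphorase (0.133 mg/mL) converting 37 µM resazurin to fluorescent resorufin, read at 0 and 20 minutes. The preceding 5-minute room-temperature reaction used 2 nM LDHA, 0.2 mM sodium pyruvate and 0.06 mM NADH at pH 7.4.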
# APE1 inh = inhibitors of human APE1 endonuclease; recombinant APE1, TAMRA/BHQ-2 abasic DNA cleavage fluorescence; Potency, µM (series often up to 65.8 µM), for the others: at the top dose activity change, negative = inhibition, hits mostly inhibitors; 350,000 compounds, 0.35% hits; AID 2517;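 further: potency means the concentration at half of the fitted maximal effect; plate controls were vehicle for no effect and reference inhibitor for full effect; nearly all actives have a fitted effect of over 55% in size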
# Target sequence (P27695 whole entry, looked up): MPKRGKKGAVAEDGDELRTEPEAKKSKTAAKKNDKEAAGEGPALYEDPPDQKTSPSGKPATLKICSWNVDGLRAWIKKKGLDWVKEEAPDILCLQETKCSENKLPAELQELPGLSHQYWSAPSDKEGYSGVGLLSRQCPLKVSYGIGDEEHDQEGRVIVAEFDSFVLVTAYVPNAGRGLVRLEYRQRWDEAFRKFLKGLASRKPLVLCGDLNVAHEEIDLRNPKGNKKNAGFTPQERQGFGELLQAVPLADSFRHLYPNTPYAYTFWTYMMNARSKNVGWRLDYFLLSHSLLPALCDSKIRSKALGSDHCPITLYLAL
#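 Substrate: short duplex with […] THF abasic site, 5'-TAMRA and 3'-BHQ-2, 50 nM final. APE1 at 0.75 nM, preincubated 15 min RT with compound. Fluorescence increase from first to third read measured activity.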
# Pol eta inh = inhibitors of human DNA polymerase eta. Q9Y253. recombinant Pol eta, fluorescent DNA replication assay. Potency, µM (top dose mostly 114 µM), for the others: top-dose activity change, negative = inhibition, hits mostly inhibitors. 390,000 compounds, 1.2% hits. AID 588591; further: potency means the concentration at half of the fitted maximal effect; on the % scale 0 is the no-effect control and ±100 the full control effect
#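 Pol eta (10 nM) was preincubated with compounds for 15 min at room temperature, after which fluorescent replication substrate (50 nM final) was added to start the reaction. Fluorescence was read kinetically at 0 and 10 min.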
# Pol beta inh = blocks human DNA polymerase beta activity; P06746; Pol beta primer extension/strand displacement, fluorescence kinetic; Potency, µM (titrated, usually from 114 µM), for inactives: at the top dose activity change, negative = inhibition, actives largely listed as inhibitors; 340,000 compounds, 1.3% hits; further: potency means the concentration at half of the fitted maximal effect; on the % scale 0 is the no-effect control and ±100 the full control effect
#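 Pol beta (10 nM) was preincubated with compound for 15 min at room temperature. The reaction was then started with 50 nM substrate and read immediately and after a further 10 min at room temperature.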
# * marks the source's active call; other numbers are inactive results; ? = inconclusive; . = no result given; & = joins results of further samples; [ ] = another dose, or the depositor's remark. Unless noted, the call rests on the fitted dose curve; in most records, active means well fitted curve in the direction sought with a large enough effect; inconclusive means small, poorly fitted or top-dose-only effect, or another doubt; inactive means no such curve, though single readings can be large; an effect the other way counts as inactive or inconclusive.
SMILES,Apoferritin bind,ERG-DNA inh,Pol kappa inh,12-LOX inh,RGS4 inh,LDHA block,APE1 inh,Pol eta inh,Pol beta inh
O=C(Cc1c(F)cccc1Cl)Nc1ccccc1-c1ccccc1,1%,9%,-12%,8%,17%,-5,25%,8%,19%
Cn1cccc1-c1cc(C(=O)N/N=C/C=C/c2ccccc2)[nH]n1,?,-20%,?,-6%,-20%,-11,-5%,-5%,10µM*
CCN(CC)c1ccc(NS(=O)(=O)c2cc(-c3onc(C)c3C)ccc2OC)c(C)c1,-15%,-1%,-4%,?,-7%,24,.,-15%,-3%
O=C(CN(Cc1ccccc1)C(=O)CSc1nnc(COc2ccccc2)o1)NC1CCCC1,-2%,8%,-11%,-1%,-15%,-9,2%,0%,-2%
CCN(CCNC(=O)C1CCCN(S(=O)(=O)CC)C1)c1ccccc1 (centres undefined),-10%,-9%,-6%,0%,3%,6,-2%,2%,0%
O=C1c2cccnc2C(O)N1Cc1ccc(F)cc1 (centres undefined),1%,-13%,-15%,-9%,28%,-5,13%,-1%,-18%
COc1ccc(O)c(/C=N/NC(=O)CCC(=O)Nc2ccc(C)cc2)c1,-8%,-5%,-6%,74%,9%,-13,27%,9%,?
CC(C)C(=O)Nc1cccc(COc2ccc(CN(Cc3ccccc3)C(=O)OC(C)(C)C)cc2)c1,.,-12%,-12%,-8%,-3%,-2,.,-16%,.
CCOCC(=O)Nc1cc(C(=O)NCCc2ccccc2)ccc1Cl,-8%,0%,2%,16%,-11%,1,3%,-19%,-3%
Fc1ccccc1N1CCN(c2nc(-c3cccs3)nc3ccccc23)CC1,3%,-3%,-12%,446%[activator],-1%,4&0,6%,-24%,18%
CC1(OC(=O)C2CCCC2)C(=O)C=C2C=C(c3ccsc3)N(CC3CC3)C=C2C1=O (centres undefined),-10%,-17%,-21%,?,-21%,19,-7%[12.4 µM],-10%,3%
Cc1sc2ncnc(SCC(=O)Nc3cccc(S(N)(=O)=O)c3)c2c1C,.,-1%,-23%,-22%,-19%,-4,-1%,-12%,.
Cc1ccccc1-n1sc2cc(F)ccc2c1=O,-9%,12%,-8%,?,-134%,-16,0%,-11%,14%
O=C(Nc1cc(-c2nc3ccccc3s2)ccc1Cl)c1ccc2c(c1)OCO2,-8%,.,0%,3%,-38%,-4,2%,-2%,3%
CC(C)NC(=O)c1onc(CSc2ccc(Cl)cc2)c1C(=O)O,-14%,1%,-10%,?,10%,-5,4%,-5%,11%
CCC(=O)OCc1cnc(C)c2oc(=O)c(C(=O)Nc3ccccc3C(F)(F)F)cc12,-14%,7%,-9%[60.1 µM],-19%,16%,0,.,-16%,6%
Cc1ccc(NC(=O)CC2Sc3ccccc3NC2=O)c(Br)c1 (centres undefined),-7%,0%,-3%,-9%,13%,-5,.,-4%,2%
CCOC(=O)C(CC)Sc1nc(N)c(NC(=O)c2ccc(OC)c(OC)c2)c(=O)[nH]1 (centres undefined),-2%,2%,-2%,14%[57.4 µM],0%,-2,-2%,-25%,-19%
O=C(CSc1nc2ccccc2c(=O)n1CCCN1CCOCC1)Nc1ccc(F)c(Cl)c1,.,4%,-1%,?,5%,0,-15%,-20%,.
CCc1ccc(NC(=O)c2ccc(CN3C(=O)C(C)=C(c4ccc(C)cc4)S3(=O)=O)cc2)cc1,-17%,3%,-10%,-6%,-50%,0,.,3%,8%
CCCNC(=O)CSc1nc2nc(C)c(Cc3ccccc3Cl)c(C)n2n1,-13%,0%,10%,-6%,11%,0,.,-19%,30%
Cc1cc(NC(=O)CSc2nnc(-c3ccoc3C)n2N)no1,-23%,7%,-13%,4%,-3%,3,0%,8%,17%
Fc1ccccc1CSc1nnc(-c2ccccc2)o1,?,10%,0%,0%,-34%,0,-4%,-20%,0%
O=[N+]([O-])c1ccccc1N/N=C/c1cccc(O)c1O,-16%,-1%,-21%,-13%,23%,2,-1%,-7%,-16%
COC(=O)c1ccc(-n2c(C)cc(C(=O)CSc3cccc[n+]3[O-])c2C)cc1,-8%,3%,1%,-11%,-12%,1,1%,-17%,2%

# Record cards (already shown). Values in the order: Apoferritin bind	ERG-DNA inh	Pol kappa inh	12-LOX inh	RGS4 inh	LDHA block	APE1 inh	Pol eta inh	Pol beta inh
# Shown for O=[N+]([O-])c1ccccc1N/N=C/c1cccc(O)c1O = -16%	-1%	-21%	-13%	23%	2	-1%	-7%	-16%
# Shown for CC(C)C(=O)Nc1cccc(COc2ccc(CN(Cc3ccccc3)C(=O)OC(C)(C)C)cc2)c1 = .	-12%	-12%	-8%	-3%	-2	.	-16%	.

# Later entries:
SMILES,Apoferritin bind,ERG-DNA inh,Pol kappa inh,12-LOX inh,RGS4 inh,LDHA block,APE1 inh,Pol eta inh,Pol beta inh
C(=N\Nc1ccc2ccccc2n1)/c1ccc2c(c1)OCO2,-3%,-3%,-28%,?,-1%,-6,3%,-6%,-7%
CCc1ccc(CCC(=O)Nc2ccc(OC)cc2)o1,-2%,-3%,-4%,-23%,0%,-3,3%,0%,-10%
Cn1c(Cc2ccccc2)nnc1SCC(=O)c1cccs1,-18%,0%,9%,-1%,-5%,-1,-1%,-13%,-2%
c1ccc(CCNCCCOc2cccc3ccccc23)cc1,?,-7%,-8%,?,11%,-19,12%,-18%,-22%
CCCCN(C(=O)c1ccc(-c2ccc([N+](=O)[O-])cc2)o1)c1c(N)n(CCCC)c(=O)[nH]c1=O,.,.,0%,?,-32%,-9,4%,-2%,.
CC12CCC(C(=O)N(CCC#N)CCC#N)(CC1=O)C2(C)C (centres undefined),2%,-2%,12%,2%,-24%,0,?,-6%,37%
Cc1ccc(N2CCN(C(=O)CCc3c(C)nc4ncnn4c3C)CC2)c(C)c1,-10%,3%,-1%,-11%,-9%,1,.,3%,44%
COc1ccc(NC(=O)COC(=O)C2CCC2)cc1Cl,-10%,?,-10%,-2%,-1%,-3,14%,-5%,-1%
Cc1cccc(N(CC(=O)NC2CCCCC2)C(=O)CCCC(=O)Nc2ccccn2)c1,-9%,-9%,-7%,-2%,-5%[11.4 µM],-2,-1%,-10%,16%
COC(=O)c1ccc(CSc2ncnc3c2nnn3-c2ccc(OC)cc2)o1,1%,-8%,-1%,41%[activator],23%,1,-1%,16%,11%
COc1ccc(N(C(=O)CS(=O)CC(=O)Nc2ccc(F)cc2)C(C(=O)NC2CCCCC2)c2cccs2)cc1 (centres undefined),-12%,5%,5%,-31%,-4%,-2,5%,3%,21%
CCOC(=O)C1=C(NC(=S)NC(=O)c2ccccc2)c2ccccc2CC1(C)C,?,-4%,-23%,22µM*,-40%,2,0%,-15%,22%
COc1ccc(CCN2CC(O)=C(c3nc(C)cs3)C2=N)cc1OC,-13%,12%,-4%,3%,0%,4,1%,-16%,6%
Cn1c(CCN2CCCCC2)nc2cc(NC(=O)COc3ccc([N+](=O)[O-])cc3)ccc21,-1%,-1%,5%,3%,17%,-1,39%,-12%,0%
Cc1ccc(Nc2sc(C(=O)c3ccccc3)c(N)c2C(N)=O)cc1,-15%,1%,0%[60.1 µM],?,?,6,.,-20%,3%
CN(CCc1ccccn1)C(=O)Nc1ccc(F)cc1,-4%,-3%,2%,0%,-3%,-2,-1%,-5%,-2%
O=C(OCc1cc([N+](=O)[O-])cc2c1OCOC2)c1ccc2ccccc2n1,-11%,-3%,10%,-4%,8%,-1,21%,-18%,34%[activator]
CC(=O)Nc1ccc(C(=O)OCc2ccc(Cl)c(Cl)c2)cc1,-19%,5%,-5%,?,-4%,-2,2%,?,2%
COc1ccccc1NC(=O)CN1C(=O)NC(C)(C)C1=O,-5%,5%,-3%,3%,20%,-2,11%,6%,-11%
Cc1cccc(CN2CCN(CC(=O)NCc3ccc(F)cc3)C2=O)c1,.,-6%,5%,-1%,-4%,-3,.,-14%,.
Cc1c(S(=O)(=O)Nc2ccc(Oc3ccccc3)cc2)c(=O)n(C)c(=O)n1C,-19%,-28%,7%,366%[activator],-1%,-2,17%,-10%,0%
COc1ccc(CCNc2nc(-c3ccc(F)cc3)cc(C(F)(F)F)n2)cc1OC,85%[activator],4%,12%,-17%,-4%,3,.,-6%,6%
O=C(COC(=O)c1cc(=O)[nH]c2ccccc12)NCc1ccc(F)cc1,.,13%,16%,-3%,-3%,0,-1%,-8%,.
Cc1ccc(-c2cc(C(=O)NN)n[nH]2)o1,4%,?,-14%,97%[activator],6%,-6,-2%,0%,-3%
Cc1c(C(=O)N2CCC(C)CC2)cccc1[N+](=O)[O-],-10%,0%,-13%,53%[activator],-29%,-3,2%,-19%,20%
CN1CCN(c2nc3c(c(=O)n(C)c(=O)n3C)n2CC(N)=O)CC1,-9%,.,-7%,0%&-4%,-11%,-1&0,0%,-9%,5%
O=C(NCC(c1cccnc1)N1CCc2ccccc2C1)C(=O)Nc1ccccc1 (centres undefined),-4%,0%,2%,6%,-5%,-8,.,-17%,-14%
Cc1ccc(-c2nc(CCNC(=O)C(=O)Nc3c(C)cccc3C)cs2)cc1,?,7%,-4%[60.1 µM],3%,-13%,0,.,-15%,2%
Cc1ccc(-n2c(C)nc3c(cnn3-c3ccccc3)c2=O)cc1,-2%,2%,-7%[60.1 µM],-15%,-2%,-6,.,1%,14%
O=C(CCC1CCCCC1)Nc1ccccc1-c1ccccc1,-3%,-10%,-7%,-8%,-21%,-1,-3%,-16%,3%

# This is a subset, so the mix of outcomes need not match the whole.
